TrxR1 inh – inhibitors of rat thioredoxin reductase 1 | O89049 | recombinant rTrxR1, NADPH fluorescence consumption, selenite substrate | Potency, µM (top dose mostly 114 µM), without a hit: top-dose activity change, negative = inhibition, actives largely listed as inhibitors | actives 1% (n = 390,000); further: on the % scale 0 is the no-effect control and ±100 the full control effect; nearly all actives have a fitted effect of over 65% in size
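Rat TrxR1 (90 nM in the dispensed reagent) was pre-reduced with 400 uM NADPH for 5 min at room temperature, then incubated with compound for 15 min. After 400 uM selenite was added, NADPH fluorescence (Ex 340/Em 450 nm) was followed for 8 min.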
Tb PGK inh – inhibitors of T. brucei phosphoglycerate kinase; Potency, µM (top dose mostly 57.5 µM), for inactives: at the highest dose activity change, negative = inhibition, usual class: inhibitors; actives 0.043% (n = 380,000); PGK/GAPDH coupled, Kinase-Glo luminescence, 60 min; P07378; further: on the % scale 0 is the no-effect control and ±100 the full control effect; nearly all actives have a fitted effect of over 60% in size
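Luminescent ATP detection (Kinase-Glo Plus) follows a 60-minute room-temperature incubation, with wells lacking PGK as controls. Buffer: 100 mM TEA (pH 7.6), 5 mM MgCl2, 0.01% Tween-20. Coupling enzyme GAPDH (100 nM final) supplies unstable 1,3-BPG in-well.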
Pin1 inh – human Pin1 inhibition. Q13526. Pin1 FP peptide displacement, HiFluor488, 10 min. Potency, µM (doses to about 115 µM), for the others: at the highest dose activity, negative = inhibition, usual class: inhibitors. actives 0.009% (n = 390,000). AID 504891; active means well fitted inhibition curve with a large enough effect in the polarisation, with a control signal flat, not every such curve was filed as active; inconclusive means small, poorly fitted or top-dose-only effect, or effect the other way, or a change in a side signal; inactive means no such curve, though single readings can be large or run the other way; the % refers to the polarisation; further: on the % scale 0 is the no-effect control and ±100 the full control effect
HP1b binding inh – blocks HP1-beta chromodomain binding to methylated histone tails | P83916 | AlphaScreen HP1-beta / biotin-H3K9me3 peptide binding | Potency, µM (titrated, usually from 114 µM), inactives show at the highest dose activity change, negative = inhibition, hits mostly inhibitors | actives 0.56% (n = 390,000) | AID 540317; further: nearly all actives have a fitted effect of over 70% in size; inactives centre near 23
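AlphaScreen: HP1-beta (50 nM) preformed 30 min with biotin-H3(1-18)K9me3 peptide (50 nM) in PBS pH 7.4, 0.01% Tween-20. Compound added for 30 min at RT, then streptavidin donor/nickel chelate acceptor beads (10 ug/mL) for 30 min.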
GLS inhibitor – blocks human kidney-isoform glutaminase activity; GLS enzymatic activity, qHTS titration; Potency, µM (top dose mostly 45.5 µM), for inactives: top-dose activity change, negative = inhibition, usual class: inhibitors; actives 0.21% (n = 410,000); further: on the % scale 0 is the no-effect control and ±100 the full control effect
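Assay buffer: 45 mM KH2PO4 pH 8.2, 0.02% Tween-20. hKGA acts on L-glutamine (1 mM solution added); product glutamate is reported by an oxidase/peroxidase Amplex Red coupling, with fluorescence taken at baseline and 30 min.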
RGS4 inh – human RGS4 inhibition; P49798; Transcreener GDP fluorescence polarization, RGS4-accelerated GTP hydrolysis; Potency, µM (doses to about 114 µM), for inactives: top-dose activity change, negative = inhibition, actives largely listed as inhibitors; actives 0.039% (n = 390,000); further: on the % scale 0 is the no-effect control and ±100 the full control effect; nearly all actives have a fitted effect of over 75% in size; some results filed as inactive show a strong effect at the top dose
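MLSMR compounds (23 nl, pin-transferred) preincubated 10 min at room temperature with a 500nM (2x) first reagent, then RGS4 at 900nM (2x) plus Transcreener GDP mix added; fluorescence polarization (620/688 nm) read before and after 90 min at 30 °C.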
ERG-DNA inh – blocks human ERG Ets domain binding to DNA. Potency, µM (titrated, usually from 76.9 µM), without a hit: at the top dose FP activity, negative = inhibition, hits mostly inhibitors. actives 0.028% (n = 370,000). P11308. fluorescence polarization, His-ERG Ets domain / labelled DNA; active means well fitted inhibition curve with a large enough effect in the polarisation, with a control signal flat; inconclusive means small, poorly fitted or top-dose-only effect, or effect the other way, or a change in a side signal; inactive means no such curve, though single readings can be large or run the other way; the % refers to the polarisation;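 further: polarization taken with two DNA probes labelled with fluorescein and Texas red; % of control where 0% means no effect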
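His-tagged ERG Ets domain (1 uM in the protein solution; 300mM KCl, 50mM Tris-HCl, 1mM EDTA, 1mM DTT, pH 7.5) received compound, then a probe mix of 5 nM fluorescein-DNA and 100nM Texas-615-DNA. Fluorescence polarization was read for both dyes.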
12-LOX inh – blocks human arachidonate 12S-lipoxygenase; P18054; purified 12hLO, xylenol orange hydroperoxide absorbance; Potency, µM (top dose mostly 108 µM), inactives show at the highest dose activity change, negative = inhibition, actives largely listed as inhibitors; actives 1.1% (n = 580,000); further: on the % scale 0 is the no-effect control and ±100 the full control effect
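Purified human 12hLO (150 nM final) in 25 mM Hepes, 0.01% Triton X-100, pH 7.0 was preincubated 15 min at room temperature with compound. Then 40 uM arachidonic acid was added, 30 min. Hydroperoxide was read by Fe-XO absorbance ratio 573/405 nm.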
JMJD2A Tudor – inhibitors of human JMJD2A Tudor domain. O75164. Potency, µM (series often up to 114 µM), for inactives: at the highest dose activity change, negative = inhibition, usual class: inhibitors. AlphaScreen JMJD2A-Tudor / H3K4me3 peptide binding. AID 504339. actives 4.4% (n = 390,000); further: on the % scale 0 is the no-effect control and ±100 the full control effect; nearly all actives have a fitted effect of over 50% in size
Target sequence (O75164 whole entry, looked up, the tested form may be a part): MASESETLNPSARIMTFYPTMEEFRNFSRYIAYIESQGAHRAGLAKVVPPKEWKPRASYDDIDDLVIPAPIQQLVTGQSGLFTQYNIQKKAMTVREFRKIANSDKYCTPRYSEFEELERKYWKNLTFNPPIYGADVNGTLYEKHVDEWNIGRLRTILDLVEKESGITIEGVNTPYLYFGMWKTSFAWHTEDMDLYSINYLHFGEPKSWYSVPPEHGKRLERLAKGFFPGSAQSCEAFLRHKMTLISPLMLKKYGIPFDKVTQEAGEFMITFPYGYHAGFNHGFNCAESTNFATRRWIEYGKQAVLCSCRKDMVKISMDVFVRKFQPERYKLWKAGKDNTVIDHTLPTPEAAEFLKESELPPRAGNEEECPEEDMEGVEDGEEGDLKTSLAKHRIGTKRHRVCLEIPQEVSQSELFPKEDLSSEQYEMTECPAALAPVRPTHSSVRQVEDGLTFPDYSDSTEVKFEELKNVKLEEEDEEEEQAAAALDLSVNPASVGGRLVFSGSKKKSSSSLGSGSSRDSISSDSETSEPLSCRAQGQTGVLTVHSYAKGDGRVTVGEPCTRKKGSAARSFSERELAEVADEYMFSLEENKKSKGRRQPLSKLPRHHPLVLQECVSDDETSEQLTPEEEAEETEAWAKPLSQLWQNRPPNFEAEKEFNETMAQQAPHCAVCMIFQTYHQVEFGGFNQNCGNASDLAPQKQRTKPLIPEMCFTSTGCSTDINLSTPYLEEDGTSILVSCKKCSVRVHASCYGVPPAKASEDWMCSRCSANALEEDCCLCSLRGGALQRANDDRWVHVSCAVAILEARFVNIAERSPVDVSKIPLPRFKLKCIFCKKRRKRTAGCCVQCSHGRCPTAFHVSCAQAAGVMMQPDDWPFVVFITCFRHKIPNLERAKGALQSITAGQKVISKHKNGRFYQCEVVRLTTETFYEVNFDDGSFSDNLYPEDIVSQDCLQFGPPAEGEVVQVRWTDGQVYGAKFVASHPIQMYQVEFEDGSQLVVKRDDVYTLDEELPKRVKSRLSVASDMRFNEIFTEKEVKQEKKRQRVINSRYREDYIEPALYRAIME
An asterisk follows results filed as active; i = inactive; ? = inconclusive; . = no result given; [ ] = dose if it differs, or a comment. Unless noted, the call rests on the fitted dose curve; in most records, active means well fitted curve in the direction sought with a large enough effect; inconclusive means small, poorly fitted or top-dose-only effect, or another doubt; inactive means no such curve, though single readings can be large; an effect the other way counts as inactive or inconclusive. Potency means the concentration at half of the fitted maximal effect. Some of the compounds tested; rates above refer to the full screens.

TrxR1 inh	Tb PGK inh	Pin1 inh	HP1b binding inh	GLS inhibitor	RGS4 inh	ERG-DNA inh	12-LOX inh	JMJD2A Tudor	molecule
8%[57.1 µM]	5%	-3%	61%[activator]	1%	-6%	-1%	-12%	-27%	Cc1ccc(NC(=O)Cn2c(-c3cncs3)nc3ccccc32)cc1Br
7%[57.1 µM]	-1%	-3%	21%	-3%	1%	5%	11%	-14%	O=C(O)/C(=C1\OC(=O)c2ccccc21)c1ccccc1
-20%[57.1 µM]	-7%	-18%	20%	11%	-6%	16%	?	-11%	COc1cc(-c2noc(C)c2C#Cc2ccccn2)cc(OC)c1OC
14%[57.1 µM]	7%	?	28%	13%	-13%	15%	.	-1%	Cc1cc(C(=O)Nc2ccc3c(c2)CCC3)c2ccccc2n1
-6%	-10%	-1%	32%[activator]	.	-8%	-2%	-16%	7%	Cc1ccccc1OCc1nc2c3cnn(C)c3ncn2n1
3%	-5%	12%	36%	2%	12%	3%	2%	-16%	O=C(NCC1CCCN(C(=O)c2cscn2)C1)c1ccc(-c2ccccc2)cc1 (stereo unspecified)
12%	i	6%	35%	-8%	-9%	5%	17%	-21%	Cc1ccnc(NC(=O)c2cccc(S(=O)(=O)N3CCCc4ccccc43)c2)c1
8%	-2%	-1%	89%[activator]	-6%	-11%	0%	2%	44%[activator]	COc1ccccc1Cn1c(=O)oc2ccc(C)cc21
6%	-4%	4%	26%	-5%	37%	18%	-15%	-3%	CCC(=O)Oc1ccc(NC(=O)c2ccco2)cc1
15%	7%	3%	31%	5%	13%	4%	?	-12%	OCC1(Cc2cccc(Cl)c2)CCCN(Cc2cnn(-c3ccccc3)c2)C1 (stereo unspecified)
-9%	-7%	15%	11%	0%	0%	13%	-28%	-28%	Cc1ccc(-n2c(SCC(=O)N/N=C/c3ccc(C)s3)nnc2-c2ccccc2)cc1
1%	i	-2%	10%	-3%	6%	-1%	-12%	-9%	COc1ccc(/C=C/c2nc3cc(-c4ccccc4)ccc3o2)cc1O
?	-3%	-3%	35µM*	3%	-2%	-7%	-2%	16µM*	CN(C1=C(N2CCOCC2)C(=O)c2ccccc2C1=O)c1ccccc1
-24%	4%	0%	36%	8%	10%	-2%	-13%	-12%	CC(=O)NC(=S)Nc1cc(C(F)(F)F)ccc1N1CCOCC1
12%	4%	4%	10%	-12%	10%	3%	?	-24%	COc1cc(Cl)c(C)cc1NC(=O)CC1Oc2ccccc2NC1=O (stereo unspecified)

Compound profiles, as listed above:
O=C(NCC1CCCN(C(=O)c2cscn2)C1)c1ccc(-c2ccccc2)cc1 (stereo unspecified) is listed as TrxR1 inh = 3%; Tb PGK inh = -5%; Pin1 inh = 12%; HP1b binding inh = 36%; GLS inhibitor = 2%; RGS4 inh = 12%; ERG-DNA inh = 3%; 12-LOX inh = 2%; JMJD2A Tudor = -16%
CCC(=O)Oc1ccc(NC(=O)c2ccco2)cc1 is listed as TrxR1 inh = 6%; Tb PGK inh = -4%; Pin1 inh = 4%; HP1b binding inh = 26%; GLS inhibitor = -5%; RGS4 inh = 37%; ERG-DNA inh = 18%; 12-LOX inh = -15%; JMJD2A Tudor = -3%

Next part
TrxR1 inh	Tb PGK inh	Pin1 inh	HP1b binding inh	GLS inhibitor	RGS4 inh	ERG-DNA inh	12-LOX inh	JMJD2A Tudor	molecule
3%	-5%	0%	20%	7%	-4%	.	-16%	-9%	O=P1(O)Cc2ccccc2-c2ccccc21
-11%	7%	-3%	3%	-18%	11%	1%	0%	-3%	CNC(=O)c1nn(C)c(=O)[nH]c1=O
7%	.	6%	36%	-2%	-15%	9%	25%	1%	CCN1CCN(c2cc(C)c3cc(NC(=O)c4ccc(C)c(C)c4)ccc3n2)CC1
1%	3%	-6%	19%	6%	6%	1%	-11%	-11%	Cc1cccc(NC(=O)CN(c2ccc(C(C)C)cc2)S(=O)(=O)c2c(C)nn(C)c2C)c1C
10µM*	-6%	?	-37%	8%	-40%	-1%	.	56µM*	COc1cc(C2Nc3cccc4cccc(c34)N2)ccc1OC(C)=O
-2%	4%	-4%	44%[activator]	-6%	18%	9%	.	-17%	Cc1c(Cl)cccc1NC(=O)C(=O)NNS(=O)(=O)c1ccc(F)cc1
22%[57.1 µM]	i	15%	48%[activator]	-7%	1%	4%	-5%	-15%	COc1ccc(C)cc1NC(=O)c1cc2c(=O)n(Cc3cccnc3)ccc2nc1C
19%	-7%	0%	23%	1%	16%	4%	8%	-8%	N#CCSc1nc(-c2ccccc2)nc2ccccc12
8%	-7%	2%	74%[activator]	-6%	-27%	2%	-14%	-8%	CC(=O)C1=C(C)N(Cc2ccccc2)C(=O)N[C@H]1c1cccc(F)c1
-8%	-8%	19%	34%	-2%	-20%	-10%	-3%	-5%	COc1ccc2c(Cl)c(C(=O)NC3CCS(=O)(=O)C3)sc2c1 (stereo unspecified)
16%[57.1 µM]	i	0%	19%	-2%	-3%	7%	15%	10%	CSc1nnc(-c2ccccc2Cl)n1N
3%	3%	1%	54%[activator]	-2%	-6%	-10%	-11%	-3%	CC(C)(C)OC(=O)N1CCCC(C(=O)Nc2cccc(C(=O)N3CCCC3)c2)C1 (stereo unspecified)
8%[57.1 µM]	-3%	4%	22%	-9%	-3%	0%	1%	11%	CC1(C)COCN1C(=O)c1ccc(Cl)c(Cl)c1
-22%	i	-16%	85%[activator]	-2%	-25%	-19%	2%	-4%	CN(C(=O)CC1C(=O)NCCN1Cc1c(F)cccc1Cl)C1CCOCC1 (stereo unspecified)
26%[57.1 µM]	-16%	4%	?	-1%	-30%	3%	-10%	?	O=C(CSc1nnc2c(n1)[nH]c1ccc(F)cc12)NCc1ccc(F)cc1

TrxR1 inh	Tb PGK inh	Pin1 inh	HP1b binding inh	GLS inhibitor	RGS4 inh	ERG-DNA inh	12-LOX inh	JMJD2A Tudor	molecule
3%	1%	6%	15%	-8%	-7%	4%	.	-27%	COc1ccc(C2/C=C\CC(NS(=O)(=O)c3ccc(C)cc3)CC(=O)N2Cc2ccccc2F)cc1 (stereo unspecified)
6%	-2%	0%	41%[activator]	-2%	8%	-12%	15%	-7%	CN(c1ccc(C(=O)N2CCCCCC2)cc1)S(=O)(=O)c1ccc(Cl)cc1
13%	-4%	2%	16%	-4%	-34%	4%	-10%	-21%	COc1ccccc1CNC(=O)c1ccc(CS(=O)(=O)c2c(Cl)cccc2Cl)o1
25%	-7%[11.5 µM]	6%	6%	6%	12%	.	-7%	-9%	Cc1ccc(N(C(=O)c2csnn2)C(C(=O)NC(C)(C)C)c2ccncc2)cc1 (stereo unspecified)
8%	2%	-9%	26%	7%	-6%	3%	-2%	-1%	CC1CCN(C(=O)COC(=O)c2ccc(F)c(S(=O)(=O)N3CCOCC3)c2)CC1
15%[57.1 µM]	3%	-4%	33%	-5%	-19%	11%	2%	-6%	COC(=O)C(C)(C(=O)OC)c1ccc(C(F)(F)F)cc1[N+](=O)[O-]
10%	1%	-1%	42%	7%	10%	20%	25%	-1%	CSCCC(NC(=O)c1ccco1)C(=O)NCC1CCCO1 (stereo unspecified)
8%[57.1 µM]	0%	-8%	10%	-1%	-18%	3%	21%	-13%	COCCNC(=O)NC(=O)COC(=O)c1cccn1C
-1%	-4%	2%	26%	10%	-10%	0%	?	-12%	Cc1ccccc1-c1nc2c(c(SCc3cccc(Cl)c3)n1)Cc1c(CO)cnc(C)c1O2
-4%	-10%	0%	16%	-4%	13%	.	5%[57.4 µM]	-27%	Cc1cc2cc(CN(Cc3cccs3)Cc3nnnn3CC3CCCO3)c(=O)[nH]c2cc1C (stereo unspecified)
-12%	-7%	5%	21%	1%	-9%	-15%	-23%	-15%	Cc1ccc(C(OCCN(C)C)c2cccc(C(F)(F)F)c2)cc1 (stereo unspecified)
5%	-4%	-4%	9%	3%	16%	7%	9%	-7%	CCCc1nnc(SCC(=O)N2CCCCC2C)n1CC (stereo unspecified)
?	-9%	3%	65%[activator]	-9%	-7%	3%	-14%	-32%	CC(=O)Nc1ccc(C(=O)CCl)cc1

3 compounds out of the list above, sorted by the number in ERG-DNA inh, rising.
TrxR1 inh	Tb PGK inh	Pin1 inh	HP1b binding inh	GLS inhibitor	RGS4 inh	ERG-DNA inh	12-LOX inh	JMJD2A Tudor	molecule
-1%	-4%	2%	26%	10%	-10%	0%	?	-12%	Cc1ccccc1-c1nc2c(c(SCc3cccc(Cl)c3)n1)Cc1c(CO)cnc(C)c1O2
8%	2%	-9%	26%	7%	-6%	3%	-2%	-1%	CC1CCN(C(=O)COC(=O)c2ccc(F)c(S(=O)(=O)N3CCOCC3)c2)CC1
5%	-4%	-4%	9%	3%	16%	7%	9%	-7%	CCCc1nnc(SCC(=O)N2CCCCC2C)n1CC (stereo unspecified)

Screening results (PubChem BioAssay)
